# MDM2 E3 inh: inhibitors of human Mdm2 E3 ubiquitin ligase; Q00987; 210,000 compounds, 0.11% hits; signal enhancement, % at 5 µM; cell-based MDM2 ubiquitination luciferase reporter, 2 h; 0 = plate control, 100 = twice control, blank-subtracted;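 active = signal enhancement of 30% or more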;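 also: luminescence tracks abundance of the self-degrading MDM2-luciferase fusion protein; higher signal means inhibition of MDM2 E3 ligase activity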
#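 test system = mammalian cells stably expressing self-ubiquitinating, self-degrading MDM2 E3–luciferase fusion | quantity = 2000 cells/well | incubation = cell settling 4 h, compound treatment 2 h, both 37 °C | signal = luminescence with SteadyLite reagent, 15 min at room temperature | evaluation = % enhancement relative to plate controls after blank subtraction | benchmarks = plate controls and plate blanks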
# TbHK1 inh: T. brucei hexokinase 1 inhibition. 220,000 compounds, 0.11% hits. inhibition, % at 10 µM. AID 1430. recombinant TbHK1, G6PDH-coupled NADH A340;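 active = inhibition of 50% or more in the single-dose primary screen; inactive = inhibition below 50%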
# zVAD death inh: blocks zVAD induced death of L929 cells | L929 zVAD necroptosis rescue, ATP luminescence, 24 h; with zVAD 60 µM | viability rescue, % at 10 µM | 220,000 compounds, 0.38% hits | AID 1377;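 active = activation, scaled between plate controls, above about 75%, limit read from the data; inactive = activation under that limit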;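 also: 0% = zVAD with DMSO and 100% = DMSO alone without zVAD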
# Runt-CBFb FRET: Runt domain-CBFb interaction inhibition | Q01196+Q13951 | inhibition, % at 20 µM | Cerulean-Runt/Venus-CBFb FRET ratio 530/480, 1 h | 220,000 compounds, 0.46% hits;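 active = inhibition over about 50% at 20 µM in the single-dose screen, limit read from the data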;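 also: 0% = DMSO wells and 100% = excess unlabeled CBFb competitor control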
#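 System: Cerulean-labeled Runt domain protein | Quantity: 100 nM of each labeled protein | Schedule: 1 h compound exposure, room temperature | Detection: Fluorescence energy transfer, 422 nm excitation, 530/480 nm emission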
# Runt-SMMHC FRET: blocks binding of human RUNX1 Runt domain to CBFb-SMMHC; inhibition, % at 20 µM; Cerulean-Runt/Venus-CBFb-SMMHC FRET ratio 530/480, 1 h; 220,000 compounds, 0.74% hits; AID 1434; Q01196+Q13951;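 active = mean inhibition across duplicate retests at 20 µM reaching about 50%, limit read from the data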;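 also: 0% = DMSO wells and 100% = wells with excess untagged CBFb-SMMHC; inhibitors lower the FRET ratio by blocking Runt binding to CBFb-SMMHC; some results filed as inactive read as strong as hits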
# Hck Nef HTS: human Hck-Nef kinase inhibition; P08631; Recombinant Hck-YEEI plus Nef, Z-Lyte FRET kinase assay; inhibition, % at 20 µM; 220,000 compounds, 0.68% hits; AID 463187;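 active = Hck-Nef kinase inhibition above about 50%, limit read from the data; inactive = inhibition below that limit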;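 also: 0% = DMSO with Hck plus Nef and 100% = Hck alone without Nef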
# Target sequence (P08631 whole entry, looked up): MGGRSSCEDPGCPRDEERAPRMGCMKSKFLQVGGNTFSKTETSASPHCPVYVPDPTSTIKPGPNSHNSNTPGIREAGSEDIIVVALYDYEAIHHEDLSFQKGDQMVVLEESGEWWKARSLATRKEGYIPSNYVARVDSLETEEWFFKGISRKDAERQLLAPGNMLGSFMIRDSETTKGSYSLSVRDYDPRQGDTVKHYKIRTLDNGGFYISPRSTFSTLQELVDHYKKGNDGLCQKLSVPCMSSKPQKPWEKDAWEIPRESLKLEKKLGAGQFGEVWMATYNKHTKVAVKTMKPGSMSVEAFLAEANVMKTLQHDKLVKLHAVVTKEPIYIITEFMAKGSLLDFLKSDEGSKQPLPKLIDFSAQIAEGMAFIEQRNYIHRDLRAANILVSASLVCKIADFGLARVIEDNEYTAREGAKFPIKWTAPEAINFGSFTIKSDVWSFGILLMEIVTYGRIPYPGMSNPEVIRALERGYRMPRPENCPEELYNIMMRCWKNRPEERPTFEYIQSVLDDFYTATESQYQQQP
# 14-3-3 Bad PPI: disrupts binding of bovine 14-3-3 zeta to phospho-Bad peptide | P63103 | TR-FRET 14-3-3zeta/Dy647-pBad peptide displacement, 1 h | inhibition, % at 21.7 µM | 220,000 compounds, 0.71% hits | AID 781;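 active = inhibition above about 70%, limit read from the data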;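 also: 0% = full 14-3-3 plus peptide FRET controls and 100% = background without 14-3-3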
# Target sequence (P63103 whole entry, looked up): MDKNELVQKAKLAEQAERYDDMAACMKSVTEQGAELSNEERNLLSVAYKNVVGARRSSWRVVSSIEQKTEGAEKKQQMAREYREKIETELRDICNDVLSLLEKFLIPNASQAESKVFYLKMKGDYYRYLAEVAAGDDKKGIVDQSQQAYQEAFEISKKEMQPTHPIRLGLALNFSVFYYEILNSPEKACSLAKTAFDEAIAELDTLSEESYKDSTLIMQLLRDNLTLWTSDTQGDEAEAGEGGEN
# p47phox inh: inhibitors of human p47phox binding; inhibition, % at 24.7 µM; 220,000 compounds, 0.53% hits; AID 1274; P14598; p47phox/p22phox peptide binding, fluorescence polarization, 2 h;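 active = inhibition above about 30%, limit read from the data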;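 also: 0% = p47phox with labelled peptide and 100% = labelled peptide alone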
# EBV gp42 inh: blocks Epstein-Barr virus glycoprotein 42 binding. Q1HVG2. AID 1085. inhibition, % (tested at 21.74 µM). Fluorescence polarization binding assay, mP read-out. 220,000 compounds, 0.42% hits; in the data active = inhibition above about 50%
# Target sequence (Q1HVG2 whole entry, looked up): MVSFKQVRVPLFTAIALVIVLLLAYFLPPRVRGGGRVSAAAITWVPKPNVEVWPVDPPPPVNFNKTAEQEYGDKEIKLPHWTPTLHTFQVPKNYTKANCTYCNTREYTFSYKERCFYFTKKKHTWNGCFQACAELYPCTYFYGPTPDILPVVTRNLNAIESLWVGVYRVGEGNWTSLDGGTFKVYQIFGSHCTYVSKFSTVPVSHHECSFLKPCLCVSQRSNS
# * hit, by the source's call; / = no result given; [ ] = remark or other dose. Not a hit list; overall some 3.2% were active at least once.
cpd	compound	MDM2 E3 inh	TbHK1 inh	zVAD death inh	Runt-CBFb FRET	Runt-SMMHC FRET	Hck Nef HTS	14-3-3 Bad PPI	p47phox inh	EBV gp42 inh
1	Cc1cc2nc(-c3cccc(NC(=O)c4ccc(Br)o4)c3C)oc2cc1C	-12	-1	0.0	0	0	1	-11[fluorescence artefact?]	-9	-7
2	C#CCNC(=O)C(C)c1ncc(C(F)(F)F)cc1Cl (centres undefined)	-9	-3	1.8	-1	-1	19	-9	-6	-2
3	Cc1c(N2C(=O)c3cccc4cccc(c34)C2=O)cnn1C	-72	-43	0.4	0	0	18	-4	2	-1
4	CCC(CC)C1=NN2C(=N)/C(=C\c3cc(C)n(-c4cccc(C)c4)c3C)C(=O)N=C2S1	-8	32	1.8	-2	-25	6	-8	-37	-49
5	CCOC(=O)N1CCN(C(=O)c2ccc3c(=O)n(Cc4ccccc4)c(=S)[nH]c3c2)CC1	-6	-6	-0.2	-2	0	2	-6	-13	-8
6	CCOc1ccc(NC(=O)CN2CCN(CC(=O)Nc3ccc4c(c3)OCCO4)CC2)cc1	-28	-4	-1.4	1	-8	-7	7	-9	-18
7	Cc1ccccc1-c1ncc(CN2CCN(C3CCCC3)C(CCO)C2)cn1 (centres undefined)	-7	-9	-0.8	2	0	8	-11	2	-9
8	O=C1c2ccccc2C(=O)N1CC(O)CN1CCOCC1 (centres undefined)	0	-2	-0.6	0	8	11	-1	-2	-5
9	Cc1cc2oc(C(=O)N(Cc3ccccc3)c3ccccn3)cc(=O)c2cc1Cl	/	-10	-0.2	-1	-1	23	-2	-12	-5
10	CC1CCCCN1CCn1c(=S)[nH]c2cc3c(cc2c1=O)OCO3 (centres undefined)	-17	-14	-0.3	2	2	12	-2	4	0
11	NS(=O)(=O)c1ccc(O)c(N2C(=O)c3cccc4c(C(=O)O)ccc(c34)C2=O)c1	1	-24	1.7	0	0	21	2	-11	39
12	CCCCC1CC(CSc2ncn[nH]2)OC1=O (centres undefined)	-7	-6	1.3	-1	3	0	-8[fluorescence artefact?]	-4	-19
13	COc1ccc(CCNC(=O)/C(C#N)=C/c2ccc(OCC(=O)NCC3CCCO3)cc2)cc1OC (centres undefined)	9	-30	5.9	1	4	20	-11	-3	-15
14	Nc1c(S(=O)(=O)c2ccccc2)c2nc3ccccc3nc2n1Cc1ccco1	-2	-7	0.1	21	-21	12	-3	-75	62*
15	COc1ccc2cc(C(C)c3nc4ccccc4c(=O)n3N)ccc2c1 (centres undefined)	8	0	/	0	-1	2	3	-2	1
16	CCc1c(C)nc2ncnn2c1N1CCC(C(=O)N2CCN(c3ccc(F)cc3)CC2)CC1	-2	-14	-0.2	-3	-1	3	-8	-18	4
17	Cc1ccc2c(Cl)cc(Cl)c(OCC(=O)Nc3cccc(S(=O)(=O)N(C)C)c3)c2n1	-3	1	0.5	-2	-26	5	-9[fluorescence artefact?]	-4	-14
18	CC(=O)Nc1ccc(S(=O)(=O)N(C2=NCC(C)S2)c2ccccc2)cc1 (centres undefined)	8	0	1.0	0	-3	8	7[fluorescence artefact?]	-18	-4
19	Fc1cccc(Cl)c1CNc1ccc(N2CCCC2)cc1	-19	-1	-0.4	0	4	-63	27	3	-4
20	COc1ccc(NC(=O)NNC(=O)c2ccc(Cl)cc2Cl)cc1OC	-11	2	1.1	1	0	12	-11	-6	-14
21	CCOc1ccc(NC(=O)CN2C(=O)C3CCCN3C2=O)cc1 (centres undefined)	-4	7	2.1	2	-2	20	-4	0	-14
22	COC(=O)C/C=C/[C@@H](C)[C@@H](/C=N/OC[C@H]1O[C@H](c2ccccc2)C=C[C@@H]1Oc1ccc(OC)cc1)OC	/	6	0.8	-4	-4	-2	-1	-4	-13
23	COc1ccc(NS(=O)(=O)c2cc(NC(=O)C3CC3)ccc2N2CCOCC2)cc1	4	0	0.3	-2	0	19	-19	-8	-15
24	CCc1nnc(NS(=O)(=O)c2ccc(NC(=O)c3cccc(Cl)c3)cc2)s1	-12	4	2.3	-1	-6	19	-9	-11	-17
25	Cc1ccc(C2C3=C(CC(C)(C)CC3=O)N=C3c4ccccc4C(=O)C32)cc1 (centres undefined)	-5	22	-0.1	8	8	-6	-12[fluorescence artefact?]	-7	-19
26	COC(=O)c1ccc(NC(=O)Nc2ccc(F)cc2)cc1	-16	8	73	-2	1	-1	-9	-21	-4
27	O=C(c1ccccc1-n1cccc1)N1N=C(C(F)F)CC1(O)C(F)F (centres undefined)	-4	-10	0.4	-3	0	6	-1	-3	-10
28	CC(=O)Oc1ccc(C(=O)[C@H]2[C@H]3C(=O)N(c4ccc(C)cc4)C(=O)[C@H]3[C@@H]3C=CC=NN32)cc1	-13	20	0.7	-2	-1	0	10[fluorescence artefact?]	-77	-12
29	c1ccc(CSCCc2ccncc2)cc1	-39	-5	-0.6	1	-1	2	/	5	-12
30	Cc1cc(C(=O)N(C)C)sc1-c1ccccc1	/	0	0.6	-2	-3	9	-2[fluorescence artefact?]	-25	-20
31	Cc1nc2ccc(NC(=O)Cc3ccc(Br)cc3)cc2s1	/	-8	0.3	-1	0	24	-1	-30	-29
32	CCCCCn1c(=O)c(F)cn(Cc2ccc(OC)c([N+](=O)[O-])c2)c1=O	-5	-3	-0.2	-2	2	0	-1	-3	-21
33	CN(C)S(=O)(=O)c1ccc(C(=O)NCc2ccco2)cc1	5	1	8.5	1	3	23	-5	-1	-2
34	O=C(CSc1ccc(-c2ccc(Br)cc2)nn1)N1CCOCC1	-12	2	1.0	-1	1	10	3	-1	7
35	COc1cc2c(cc1O)C(SC)=NC(C)(C)C2	-11	-7	3.5	-1	5	1	7	-10	-13
36	COC(=O)c1ccc(C(=O)OC)c(NC(=O)CN2CCC(C)CC2)c1	-7	-11	0.9	-1	-2	22	-15	-12	1
37	O=c1[nH]c2ccccc2n1CCC1CCCCC1	2	0	1.1	-1	-1	1	15[fluorescence artefact?]	-5	-1
38	O=C(O)/C=C/C(=O)N(Cc1ccccc1)Cc1ccco1	-5	-10	-0.9	2	4	-1	6[fluorescence artefact?]	-2	-15
39	Cc1ccc(C(=O)NCC(=O)OCC(=O)c2ccc3c(c2)NC(=O)CO3)cc1	-26	3	11	0	-2	24	-18	-2	2
40	COc1ccc(-n2nnc3c(=O)n(Cc4cc(C)ccc4C)cnc32)cc1	-7	-2	1.3	1	1	-2	-6	-7	-3
41	CCN(CC)C(=O)c1sc(NC(=O)Cc2cccs2)c(C#N)c1C	-12	-11	0.4	-1	9	1	5	-6	-6
42	CSc1ccc(/C=N/NC(=O)COc2ccc(Br)cc2Cl)cc1	-3	-8	0.4	1	-6	3	-3	6	-1
43	CC(NC1CCCCC1)C(=O)NN=C(c1ccccc1)c1ccccc1 (centres undefined)	-26	-6	-0.2	-1	0	3	1	-16	2
44	C=CCOC(=O)C1=C(C)NC(SC)=C(C#N)C1c1ccc(OCC)cc1 (centres undefined)	8	-6	0.3	-1	2	1	-4[fluorescence artefact?]	-9	-4
45	COc1ccccc1NC(C)C(=O)Nc1ccc(C(C)=O)cc1 (centres undefined)	12	-3	1.0	2	3	4	-8[fluorescence artefact?]	-3	-2
46	CSc1nc2nccc(-c3ccc(Oc4ccccc4)cc3)n2n1	1	-16	0.5	-5	-1	-2	1	8	20
47	CC1(C)Cc2c(sc3nnn(CC(=O)Nc4ccccc4)c(=O)c23)CO1	-4	-33	1.4	1	-3	13	2	-7	-6
48	Cc1cc2nc(SCC(=O)N(C)C)c3c(c2cc1C)CCCC3	-40	-5	0.4	-4	2	2	2	-26	-18
49	O=[N+]([O-])c1cccc(/C=N/n2c(COc3ccccc3)n[nH]c2=S)c1	-6	-6	0.4	14	4	2	5	4	5
50	CCN(CC)S(=O)(=O)c1cccc(NC(=O)COC(=O)c2n[nH]c(=O)c3ccccc23)c1	-23	9	4.8	-1	0	20	0	-1	-8
51	FC(F)(F)c1cc(-c2cccs2)nc(-n2cc(Br)cn2)n1	-13	-13	-0.7	-3	4	0	11	-8	6
52	CCC(=O)Nc1ccc2c(c1)ncn2-c1ccccc1C	-11	7	0.8	-2	-2	11	12	7	-4
53	C=CCn1c(SCC(=O)N(CC)C2CCS(=O)(=O)C2)nc2ccccc2c1=O (centres undefined)	/	-7	-0.6	1	3	38	3	-16	-7
54	O=C(NCCc1nc2ccccc2[nH]1)/C(=C/c1ccc2c(c1)OCO2)NC(=O)c1ccc(Cl)cc1Cl	-7	-8	0.8	-1	-5	2	7	-12	6
55	Cc1c(C(=O)N(C)C)c2cc(Cl)ccc2n1O	7	-8	1.4	-1	0	5	1[fluorescence artefact?]	-9	19
56	COc1ccc2[nH]c(=O)c(CN(CCCN3CCOCC3)C(=O)NCc3ccccc3)cc2c1	-3	-12	0.8	0	1	0	12	-3	-19
57	CN(Cc1ccccc1)C(=O)c1ccc2c(c1)OCO2	0	1	0.2	0	2	-3	10	-8	-3
58	COc1cc(/C=N/Nc2nc3ccccc3[nH]2)cc(OC)c1O	-11	-37	87*	30	10	2	4	-30	-9
59	CC(=O)c1cccc(N(CC(=O)N2CCCCC2)S(C)(=O)=O)c1	-7	-6	-0.5	0	-1	0	0	-4	0
60	CC(Sc1nc(N2CCOCC2)c2c(c1C#N)CC(C)(C)OC2)C(=O)Nc1ccccc1 (centres undefined)	0	3	-0.3	-4	-6	0	3	-7	-30

# Grouped by structure, the compounds so far containing a CF3 group.
cpd	compound	MDM2 E3 inh	TbHK1 inh	zVAD death inh	Runt-CBFb FRET	Runt-SMMHC FRET	Hck Nef HTS	14-3-3 Bad PPI	p47phox inh	EBV gp42 inh
2	C#CCNC(=O)C(C)c1ncc(C(F)(F)F)cc1Cl (centres undefined)	-9	-3	1.8	-1	-1	19	-9	-6	-2
51	FC(F)(F)c1cc(-c2cccs2)nc(-n2cc(Br)cn2)n1	-13	-13	-0.7	-3	4	0	11	-8	6

# New compounds follow:
cpd	compound	MDM2 E3 inh	TbHK1 inh	zVAD death inh	Runt-CBFb FRET	Runt-SMMHC FRET	Hck Nef HTS	14-3-3 Bad PPI	p47phox inh	EBV gp42 inh
61	COc1ccc(Cl)cc1-c1csc(N)n1	0	-1	4.1	2	0	30	-10	3	-5
62	CCN(CC)C(=O)CSc1nc(-c2ccccc2)cc(=O)[nH]1	-8	-9	0.8	2	-2	7	-2	10	-1
63	CC1=NN(C(=O)c2c(Br)cnn2C)C(O)(C(F)(F)F)C1 (centres undefined)	-4	-6	0.6	-2	-6	2	-8	-6	-22
64	CSC1=N/C(=C\c2cccc(Cl)c2)C(=O)N1N(C)C	2	-11	-0.2	-1	1	-1	0	3	-4
65	O=C(O)CCC(NC(=O)c1ccc(Cl)cc1)C(=O)O (centres undefined)	-4	0	1.0	-1	4	19	1	-2	-8
66	CCOc1ccccc1CN1CCN(C2CCOCC2)CC1CCO (centres undefined)	-6	6	-1.9	-1	-1	12	0	-6	-6

# Two records drawn at random from those above:
cpd	compound	MDM2 E3 inh	TbHK1 inh	zVAD death inh	Runt-CBFb FRET	Runt-SMMHC FRET	Hck Nef HTS	14-3-3 Bad PPI	p47phox inh	EBV gp42 inh
33	CN(C)S(=O)(=O)c1ccc(C(=O)NCc2ccco2)cc1	5	1	8.5	1	3	23	-5	-1	-2
49	O=[N+]([O-])c1cccc(/C=N/n2c(COc3ccccc3)n[nH]c2=S)c1	-6	-6	0.4	14	4	2	5	4	5
